RGS8-Gao reg: modulates binding of RGS8 to human Galphao. AID 1423. hit rate 0.34% among 220,000. response (percent of control binding), % at 10 µM. multiplexed bead flow cytometry; actives lie on both sides. P09471; in the data active means response below about 60% or above about 140%; inactive means in between;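 further: Galphao activated as the GDP aluminium fluoride complex binding bead-coupled RGS8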
Target sequence (P09471 whole entry, looked up): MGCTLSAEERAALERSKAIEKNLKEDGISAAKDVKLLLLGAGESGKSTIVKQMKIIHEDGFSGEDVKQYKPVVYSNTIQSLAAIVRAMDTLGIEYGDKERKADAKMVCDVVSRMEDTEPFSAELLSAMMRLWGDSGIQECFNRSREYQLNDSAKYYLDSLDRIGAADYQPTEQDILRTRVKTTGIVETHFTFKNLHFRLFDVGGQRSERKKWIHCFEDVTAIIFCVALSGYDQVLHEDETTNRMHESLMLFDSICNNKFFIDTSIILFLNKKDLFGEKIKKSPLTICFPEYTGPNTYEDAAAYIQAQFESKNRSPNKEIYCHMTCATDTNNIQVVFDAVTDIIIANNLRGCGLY
Rac1 wt modul: alters GTP binding to wildtype human Rac1; AID 757; hit rate 0.27% among 190,000; GST-Rac1 beads, fluorescent GTP binding, flow cytometry; actives lie on both sides; 0 = cold GTP competed, 100 = untreated; P63000; GTP binding activity (% of control), % at 10 µM;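 active means GTP binding activity at least 20 points away from the 100% control level, either lower or higher; inconclusive means compound flagged as likely green fluorescent, judged across all proteins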
Rab2 wt GTP: changes GTP binding to wildtype dog Rab2A, up or down. hit rate 0.19% among 190,000. AID 760. P61105. GST-Rab2 wt beads, Bodipy-GTP binding, flow cytometry. GTP binding activity, % at 10 µM;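 active means GTP binding activity at least 20 points away from 100%, either lowered or raised; inconclusive means signal likely due to the compound's own green fluorescence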;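 further: 0% = beads with excess unlabeled GTP and 100% = no-compound control corrected for plate trend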
HRas wt GTP: changes GTP binding to wildtype human HRas. hit rate 0.14% among 190,000. GTP binding activity, % at 10 µM. P01112. GST-Ras wt beads, Bodipy-FL-GTP binding, flow cytometry; actives lie on both sides;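 active means GTP binding activity at least 20% away from the 100% baseline, either lowered as inhibitor or raised as activator; inconclusive means flagged as likely green fluorescent, judged across all proteins in the well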;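 further: 0% = unlabeled GTP competition control and 100% = no-compound control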
Target sequence (P01112 whole entry, looked up): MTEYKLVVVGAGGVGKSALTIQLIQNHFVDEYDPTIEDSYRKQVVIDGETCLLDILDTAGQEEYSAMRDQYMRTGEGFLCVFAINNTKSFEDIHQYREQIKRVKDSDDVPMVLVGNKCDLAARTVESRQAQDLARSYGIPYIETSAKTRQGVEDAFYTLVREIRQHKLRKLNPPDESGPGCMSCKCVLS
Mcl1-Bid inh: Mcl-1/Bid interaction inhibition; TR-FRET Mcl-1/Bid-Dy647 peptide binding, 1536-well; inhibition, % at 21.7 µM; hit rate 0.97% among 220,000; AID 1021;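 active means compounds that cut the binding signal by more than half at the single screening dose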;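 further: His-tagged Mcl-1 with europium anti-His antibody binding Bid BH3 peptide; 0% = Mcl-1 plus peptide wells and 100% = peptide-only wells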
Target sequence (Q07820 whole entry, looked up): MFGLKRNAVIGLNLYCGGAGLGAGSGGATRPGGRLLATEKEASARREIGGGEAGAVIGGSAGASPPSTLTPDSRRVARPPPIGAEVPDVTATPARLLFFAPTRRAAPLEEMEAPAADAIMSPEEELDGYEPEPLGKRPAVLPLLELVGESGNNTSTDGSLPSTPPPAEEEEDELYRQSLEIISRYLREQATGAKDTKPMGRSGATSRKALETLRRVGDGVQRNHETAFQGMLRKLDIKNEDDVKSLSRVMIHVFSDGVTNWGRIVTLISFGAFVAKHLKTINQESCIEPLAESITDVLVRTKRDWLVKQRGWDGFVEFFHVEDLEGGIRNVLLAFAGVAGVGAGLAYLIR
Mcl1 Noxa PPI: disrupts binding of human Mcl-1 to Noxa peptide | Q07820 | TR-FRET Mcl-1/Noxa peptide binding, 2 h | inhibition, % at 21.7 µM | hit rate 1.5% among 220,000 | AID 1022;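 active means compounds that cut the protein-peptide binding signal by more than 50% relative to plate controls in a single-dose test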;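 further: His-tagged Mcl-1 with rhodamine Noxa BH3 peptide and terbium anti-His antibody; 0% = Mcl-1 plus Noxa peptide wells and 100% = peptide-only wells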
Cdc42 wt GTP: modulators (inhibitors or activators) of GTP binding to human Cdc42 wildtype | hit rate 0.2% among 190,000 | P60953 | GST-Cdc42 beads, Bodipy-GTP binding, flow cytometry; actives lie on both sides | percent activity (GTP binding), % at 10 µM;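 active means percent activity GTP binding at least 20 points away from the 100% baseline, either down as inhibitor or up as activator; inconclusive means compound flagged as likely green fluorescent from well-wide comparison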;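 further: median bead fluorescence of bound Bodipy-FL-GTP at 100 nM; 0% = excess unlabeled GTP control and 100% = no compound control; below 100% means less GTP binding so inhibitor and above means activator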
Target sequence (P60953 whole entry, looked up): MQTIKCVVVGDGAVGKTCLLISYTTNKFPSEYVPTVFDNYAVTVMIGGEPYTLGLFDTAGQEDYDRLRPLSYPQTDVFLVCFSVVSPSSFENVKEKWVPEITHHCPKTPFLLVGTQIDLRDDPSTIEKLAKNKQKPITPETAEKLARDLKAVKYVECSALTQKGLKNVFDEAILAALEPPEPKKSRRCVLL
Rac1 mut GTP: modulators of GTP binding to human Rac1 activated mutant | P63000 | GST-Rac1 activated beads, fluorescent GTP binding, flow cytometry; actives lie on both sides; 100% means binding = to untreated wells | percent activity (GTP binding), % at 10 µM | hit rate 0.11% among 190,000;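 active means GTP binding at least 20 percentage points away from the 100% baseline, in either direction, so actives lie on both sides; inconclusive means Compound likely fluorescent itself, or too few beads counted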
Pf gamet viab: kills late stage P. falciparum gametocytes | P. falciparum stage V gametocytes, ATP luminescence, 24 h | inhibition, % at 10.9 µM | hit rate 0.065% among 150,000;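 active means inhibition above the mean plus 3 SD of compounds within the control limits, set per campaign, cut at about 38% in these data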;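 further: 0% = DMSO wells and 100% = medium only without gametocytes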
Rab7 wt GTP bind: dog Rab7 wildtype GTP binding, inhibitors and activators; GST-Rab7 beads, fluorescent GTP binding, flow cytometry; actives lie on both sides; untreated = 100%, excess cold GTP = 0%; GTP binding activity (percent of control), % at 10 µM; hit rate 0.055% among 190,000; AID 758;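 active means fluorescent GTP binding to Rab7 beads changed by at least 20 points from the 100% baseline, either direction, mostly lower; inconclusive means compound itself probably fluorescent, or too few beads counted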;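 further: median green fluorescence of bound Bodipy-FL-GTP per Rab7 bead population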
Mcl-1 Bim block: disrupts Bim peptide binding to human Mcl-1. Bead-based flow cytometry, Bim peptide-Mcl-1 binding. inhibition, % at 10 µM. hit rate 0.1% among 190,000; in the data active means inhibition above about 40%;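 further: 0% = no compound tracer wells and 100% = peptide blocker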
Numbers without * were called inactive.

Screening O=C(O)C1CCCCC1C(=O)Nc1ccc(F)c(F)c1 (stereo not given) returned RGS8-Gao reg 101, Rac1 wt modul 102, Rab2 wt GTP 100, HRas wt GTP 98, Mcl1-Bid inh -7, Mcl1 Noxa PPI 10, Cdc42 wt GTP 98, Rac1 mut GTP 100, Pf gamet viab -1, Rab7 wt GTP bind 100 and Mcl-1 Bim block -1.
Screening Cc1ccoc1C(=O)NCCNc1ccc(Cl)cc1[N+](=O)[O-] returned RGS8-Gao reg 102, Rac1 wt modul 103, Rab2 wt GTP 99, HRas wt GTP 101, Mcl1-Bid inh -3, Mcl1 Noxa PPI -3, Cdc42 wt GTP 101, Rac1 mut GTP 100, Rab7 wt GTP bind 99 and Mcl-1 Bim block -6.
For Cc1cc(NC(=O)CSc2nnc(Cn3c(=O)sc4ccccc43)n2-c2ccccc2C)no1 the results were RGS8-Gao reg 102, Rac1 wt modul 105, Rab2 wt GTP 100, HRas wt GTP 99, Mcl1-Bid inh -1, Mcl1 Noxa PPI -7, Cdc42 wt GTP 106, Rac1 mut GTP 99, Rab7 wt GTP bind 102 and Mcl-1 Bim block -4.
Screening CC(/C=N/NC(=O)c1ccco1)=C\c1ccccc1 returned RGS8-Gao reg 104, Rac1 wt modul 101, Rab2 wt GTP 97, HRas wt GTP 99, Mcl1-Bid inh -12, Mcl1 Noxa PPI -2, Cdc42 wt GTP 99, Rac1 mut GTP 97, Pf gamet viab 2, Rab7 wt GTP bind 96 and Mcl-1 Bim block 1.
For CC(C)(C)c1ccc(C(=O)NCC(=O)OCC(=O)Nc2ccc3c(c2)OCCO3)cc1 the results were RGS8-Gao reg 102, Rac1 wt modul 102, Rab2 wt GTP 98, HRas wt GTP 100, Mcl1-Bid inh -9, Mcl1 Noxa PPI 19, Cdc42 wt GTP 99, Rac1 mut GTP 98, Pf gamet viab -16, Rab7 wt GTP bind 98 and Mcl-1 Bim block 0.
`CCOC(=O)CCCCC(=O)c1[nH]c(=O)[nH]c1CN1CCOCC1` gave RGS8-Gao reg 100, Rac1 wt modul inconclusive, Rab2 wt GTP inconclusive, HRas wt GTP inconclusive, Mcl1-Bid inh -36, Mcl1 Noxa PPI -8, Cdc42 wt GTP inconclusive, Rac1 mut GTP inconclusive, Pf gamet viab 18, Rab7 wt GTP bind inconclusive and Mcl-1 Bim block 0.
For C[C@H]1[C@H](C)CC[C@]2(C(=O)O)CC[C@]3(C)C(=CC[C@@H]4[C@@]5(C)C[C@@H](O)[C@H](O)C(C)(C)[C@@H]5CC[C@]43C)[C@H]12 the results were RGS8-Gao reg 100, Rac1 wt modul 105, Rab2 wt GTP 98, HRas wt GTP 100, Mcl1-Bid inh 46, Mcl1 Noxa PPI 12, Cdc42 wt GTP 101, Rac1 mut GTP 98, Rab7 wt GTP bind 100 and Mcl-1 Bim block -1.
O=C(Nc1cccc(Cl)c1)c1ccc(NCC2CCCO2)c([N+](=O)[O-])c1 (stereo not given) was read as RGS8-Gao reg 100, Rac1 wt modul 102, Rab2 wt GTP 97, HRas wt GTP 97, Mcl1-Bid inh -15, Mcl1 Noxa PPI 23, Cdc42 wt GTP 100, Rac1 mut GTP 96, Pf gamet viab -10, Rab7 wt GTP bind 98 and Mcl-1 Bim block -3.
CCc1cc2cc3c(cc2nc1SCC(=O)Nc1cc(OC)c(OC)cc1C(=O)O)OCO3 was read as RGS8-Gao reg 101, Rac1 wt modul 96, Rab2 wt GTP 93, HRas wt GTP 94, Mcl1-Bid inh -2, Mcl1 Noxa PPI 28, Cdc42 wt GTP 94, Rac1 mut GTP 89, Rab7 wt GTP bind 97 and Mcl-1 Bim block 1.
`CCOc1ccc(-c2nnc3ccc(SCc4ccc(C(=O)OC)o4)nn23)cc1` gave RGS8-Gao reg 106, Rac1 wt modul 90, Rab2 wt GTP 91, HRas wt GTP 94, Mcl1-Bid inh 7, Mcl1 Noxa PPI 17, Cdc42 wt GTP 91, Rac1 mut GTP 92, Pf gamet viab -12, Rab7 wt GTP bind 93 and Mcl-1 Bim block 2.
O=C(NC1CCCCC1)N1CCC(n2c(=O)[nH]c3ccccc32)CC1 was read as RGS8-Gao reg 100, Rac1 wt modul 101, Rab2 wt GTP 100, HRas wt GTP 99, Mcl1-Bid inh -7, Mcl1 Noxa PPI 6, Cdc42 wt GTP 98, Rac1 mut GTP 97, Rab7 wt GTP bind 99 and Mcl-1 Bim block 1.
For O=C(NNC(=O)c1cccnc1SCc1cccc([N+](=O)[O-])c1)c1cccnc1 the results were RGS8-Gao reg 108, Rac1 wt modul 101, Rab2 wt GTP 99, HRas wt GTP 100, Mcl1-Bid inh -23, Mcl1 Noxa PPI 21, Cdc42 wt GTP 98, Rac1 mut GTP 98, Pf gamet viab 1, Rab7 wt GTP bind 100 and Mcl-1 Bim block -8.
`COc1ccc(OC)c(NC(=O)c2cccc(Cn3cc(Br)c([N+](=O)[O-])n3)c2)c1` gave RGS8-Gao reg 101, Rac1 wt modul 100, Rab2 wt GTP 96, HRas wt GTP 99, Mcl1-Bid inh -21, Mcl1 Noxa PPI 17, Cdc42 wt GTP 102, Rac1 mut GTP 98, Pf gamet viab -22, Rab7 wt GTP bind 99 and Mcl-1 Bim block -2.
`Cc1ccc(-n2[nH]c(C)c(CCC#N)c2=O)cc1` gave RGS8-Gao reg 110, Rac1 wt modul 104, Rab2 wt GTP 102, HRas wt GTP 103, Mcl1-Bid inh -90, Mcl1 Noxa PPI -10, Cdc42 wt GTP 105, Rac1 mut GTP 101, Rab7 wt GTP bind 103 and Mcl-1 Bim block 0.
For CCOCc1nnc(NC(C)=O)s1 the results were RGS8-Gao reg 101, Rac1 wt modul 102, Rab2 wt GTP 101, HRas wt GTP 103, Mcl1-Bid inh -5, Mcl1 Noxa PPI 34, Cdc42 wt GTP 101, Rac1 mut GTP 99, Rab7 wt GTP bind 103 and Mcl-1 Bim block -1.
COCC(C)NS(=O)(=O)c1ccc(NC(=O)C(Cc2ccccc2)NC(N)=O)cc1 (stereo not given) was read as RGS8-Gao reg 105, Rac1 wt modul 103, Rab2 wt GTP 97, HRas wt GTP 99, Mcl1-Bid inh -6, Mcl1 Noxa PPI 22, Cdc42 wt GTP 99, Rac1 mut GTP 100, Rab7 wt GTP bind 95 and Mcl-1 Bim block -5.
For CN(C)c1ccc2c(=O)[nH][nH]c(=O)c2c1 the results were RGS8-Gao reg 105, Rac1 wt modul 101, Rab2 wt GTP 101, HRas wt GTP 99, Mcl1-Bid inh -13, Mcl1 Noxa PPI -6, Cdc42 wt GTP 103, Rac1 mut GTP 99, Pf gamet viab -5, Rab7 wt GTP bind 97 and Mcl-1 Bim block -2.
For CCCOc1ccc(-c2nnc(-c3ccncc3)o2)cc1 the results were RGS8-Gao reg 101, Rac1 wt modul 101, Rab2 wt GTP 98, HRas wt GTP 99, Mcl1-Bid inh -23, Mcl1 Noxa PPI 17, Cdc42 wt GTP 102, Rac1 mut GTP 98, Pf gamet viab -3, Rab7 wt GTP bind 97 and Mcl-1 Bim block 0.
Screening O=S(=O)(Nc1cccnc1)c1cccc(C(F)(F)F)c1 returned RGS8-Gao reg 96, Rac1 wt modul 104, Rab2 wt GTP 98, HRas wt GTP 97, Mcl1-Bid inh -33, Mcl1 Noxa PPI -4, Cdc42 wt GTP 93, Rac1 mut GTP 97, Rab7 wt GTP bind 97 and Mcl-1 Bim block -1.
O=C1OCCC1Sc1nc2cc(Cl)ccc2n1Cc1ccccc1 (stereo not given) was read as RGS8-Gao reg 101, Rac1 wt modul 102, Rab2 wt GTP 101, HRas wt GTP 100, Mcl1-Bid inh -14, Mcl1 Noxa PPI 5, Cdc42 wt GTP 101, Rac1 mut GTP 98, Pf gamet viab 17, Rab7 wt GTP bind 102 and Mcl-1 Bim block -6.
`Cc1ccc(CNC(=O)C23CN(Cc4ccccc4)CC2C(c2ccc([N+](=O)[O-])cc2)=NO3)o1` (stereo not given) gave RGS8-Gao reg 95, Rac1 wt modul 104, Rab2 wt GTP 99, HRas wt GTP 101, Mcl1-Bid inh -10, Mcl1 Noxa PPI 16, Cdc42 wt GTP 103, Rac1 mut GTP 101, Rab7 wt GTP bind 98 and Mcl-1 Bim block 0.
Cn1c(SC/C=C/c2ccccc2)nnc1-c1ccco1 was read as RGS8-Gao reg 96, Rac1 wt modul 102, Rab2 wt GTP 99, HRas wt GTP 102, Mcl1-Bid inh -18, Mcl1 Noxa PPI 2, Cdc42 wt GTP 101, Rac1 mut GTP 101, Rab7 wt GTP bind 98 and Mcl-1 Bim block -1.
For CCN(CC)CP(=O)(c1ccccc1)c1ccccc1 the results were RGS8-Gao reg 95, Rac1 wt modul 100, Rab2 wt GTP 95, HRas wt GTP 98, Mcl1-Bid inh -26, Mcl1 Noxa PPI -4, Cdc42 wt GTP 101, Rac1 mut GTP 98, Pf gamet viab 12, Rab7 wt GTP bind 92 and Mcl-1 Bim block 1.
For CCn1c(NC(=O)c2ccc(COc3ccc(C)cc3[N+](=O)[O-])o2)nc2ccccc21 the results were RGS8-Gao reg 97, Rac1 wt modul 101, Rab2 wt GTP 100, HRas wt GTP 100, Mcl1-Bid inh -3, Mcl1 Noxa PPI -81, Cdc42 wt GTP 99, Rac1 mut GTP 97, Rab7 wt GTP bind 99 and Mcl-1 Bim block -1.
`CCOC(=O)N1CCN(C(=O)c2cccn3c(=O)c4cc(Cl)ccc4nc23)CC1` gave RGS8-Gao reg 99, Rac1 wt modul 104, Rab2 wt GTP 105, HRas wt GTP 104, Mcl1-Bid inh -8, Mcl1 Noxa PPI -10, Cdc42 wt GTP 104, Rac1 mut GTP 101, Pf gamet viab -4, Rab7 wt GTP bind 111 and Mcl-1 Bim block 0.
COC(=O)c1cccc(Cn2cc([N+](=O)[O-])cn2)c1 was read as RGS8-Gao reg 101, Rac1 wt modul 99, Rab2 wt GTP 98, HRas wt GTP 98, Mcl1-Bid inh -17, Mcl1 Noxa PPI 14, Cdc42 wt GTP 98, Rac1 mut GTP 99, Rab7 wt GTP bind 107 and Mcl-1 Bim block 0.
`CCc1ccc(C(=O)c2ccccc2C(=O)O)s1` gave RGS8-Gao reg 101, Rac1 wt modul 108, Rab2 wt GTP 111, HRas wt GTP 110, Mcl1-Bid inh -17, Mcl1 Noxa PPI -1, Cdc42 wt GTP 110, Rac1 mut GTP 105, Rab7 wt GTP bind 105 and Mcl-1 Bim block -1.
For Cc1ccc2nc(COc3ccc(Cl)cc3)cc(=O)n2c1 the results were RGS8-Gao reg 99, Rac1 wt modul 98, Rab2 wt GTP 96, HRas wt GTP 97, Mcl1-Bid inh -15, Mcl1 Noxa PPI 1, Cdc42 wt GTP 98, Rac1 mut GTP 95, Pf gamet viab 7, Rab7 wt GTP bind 92 and Mcl-1 Bim block 0.
`O=C(NCCCN1CCOCC1)c1cc(-c2ccc(F)cc2)on1` gave RGS8-Gao reg 102, Rac1 wt modul 101, Rab2 wt GTP 102, HRas wt GTP 100, Mcl1-Bid inh -3, Mcl1 Noxa PPI 0, Cdc42 wt GTP 100, Rac1 mut GTP 99, Rab7 wt GTP bind 104 and Mcl-1 Bim block -4.

The order is random; about 2.9% have a hit in one of these screens.
